TcdB inh – TcdB glycohydrolase inhibitors, primary screen, biochemical, single point, plate reader | TcdB glycohydrolase enzymatic assay | inhibition, % at 9.99 µM | 350,000 compounds, 0.24% hits | AID 652162, 2013; in the data active = inhibition above about 10%
Target sequence (P18177 whole entry, looked up): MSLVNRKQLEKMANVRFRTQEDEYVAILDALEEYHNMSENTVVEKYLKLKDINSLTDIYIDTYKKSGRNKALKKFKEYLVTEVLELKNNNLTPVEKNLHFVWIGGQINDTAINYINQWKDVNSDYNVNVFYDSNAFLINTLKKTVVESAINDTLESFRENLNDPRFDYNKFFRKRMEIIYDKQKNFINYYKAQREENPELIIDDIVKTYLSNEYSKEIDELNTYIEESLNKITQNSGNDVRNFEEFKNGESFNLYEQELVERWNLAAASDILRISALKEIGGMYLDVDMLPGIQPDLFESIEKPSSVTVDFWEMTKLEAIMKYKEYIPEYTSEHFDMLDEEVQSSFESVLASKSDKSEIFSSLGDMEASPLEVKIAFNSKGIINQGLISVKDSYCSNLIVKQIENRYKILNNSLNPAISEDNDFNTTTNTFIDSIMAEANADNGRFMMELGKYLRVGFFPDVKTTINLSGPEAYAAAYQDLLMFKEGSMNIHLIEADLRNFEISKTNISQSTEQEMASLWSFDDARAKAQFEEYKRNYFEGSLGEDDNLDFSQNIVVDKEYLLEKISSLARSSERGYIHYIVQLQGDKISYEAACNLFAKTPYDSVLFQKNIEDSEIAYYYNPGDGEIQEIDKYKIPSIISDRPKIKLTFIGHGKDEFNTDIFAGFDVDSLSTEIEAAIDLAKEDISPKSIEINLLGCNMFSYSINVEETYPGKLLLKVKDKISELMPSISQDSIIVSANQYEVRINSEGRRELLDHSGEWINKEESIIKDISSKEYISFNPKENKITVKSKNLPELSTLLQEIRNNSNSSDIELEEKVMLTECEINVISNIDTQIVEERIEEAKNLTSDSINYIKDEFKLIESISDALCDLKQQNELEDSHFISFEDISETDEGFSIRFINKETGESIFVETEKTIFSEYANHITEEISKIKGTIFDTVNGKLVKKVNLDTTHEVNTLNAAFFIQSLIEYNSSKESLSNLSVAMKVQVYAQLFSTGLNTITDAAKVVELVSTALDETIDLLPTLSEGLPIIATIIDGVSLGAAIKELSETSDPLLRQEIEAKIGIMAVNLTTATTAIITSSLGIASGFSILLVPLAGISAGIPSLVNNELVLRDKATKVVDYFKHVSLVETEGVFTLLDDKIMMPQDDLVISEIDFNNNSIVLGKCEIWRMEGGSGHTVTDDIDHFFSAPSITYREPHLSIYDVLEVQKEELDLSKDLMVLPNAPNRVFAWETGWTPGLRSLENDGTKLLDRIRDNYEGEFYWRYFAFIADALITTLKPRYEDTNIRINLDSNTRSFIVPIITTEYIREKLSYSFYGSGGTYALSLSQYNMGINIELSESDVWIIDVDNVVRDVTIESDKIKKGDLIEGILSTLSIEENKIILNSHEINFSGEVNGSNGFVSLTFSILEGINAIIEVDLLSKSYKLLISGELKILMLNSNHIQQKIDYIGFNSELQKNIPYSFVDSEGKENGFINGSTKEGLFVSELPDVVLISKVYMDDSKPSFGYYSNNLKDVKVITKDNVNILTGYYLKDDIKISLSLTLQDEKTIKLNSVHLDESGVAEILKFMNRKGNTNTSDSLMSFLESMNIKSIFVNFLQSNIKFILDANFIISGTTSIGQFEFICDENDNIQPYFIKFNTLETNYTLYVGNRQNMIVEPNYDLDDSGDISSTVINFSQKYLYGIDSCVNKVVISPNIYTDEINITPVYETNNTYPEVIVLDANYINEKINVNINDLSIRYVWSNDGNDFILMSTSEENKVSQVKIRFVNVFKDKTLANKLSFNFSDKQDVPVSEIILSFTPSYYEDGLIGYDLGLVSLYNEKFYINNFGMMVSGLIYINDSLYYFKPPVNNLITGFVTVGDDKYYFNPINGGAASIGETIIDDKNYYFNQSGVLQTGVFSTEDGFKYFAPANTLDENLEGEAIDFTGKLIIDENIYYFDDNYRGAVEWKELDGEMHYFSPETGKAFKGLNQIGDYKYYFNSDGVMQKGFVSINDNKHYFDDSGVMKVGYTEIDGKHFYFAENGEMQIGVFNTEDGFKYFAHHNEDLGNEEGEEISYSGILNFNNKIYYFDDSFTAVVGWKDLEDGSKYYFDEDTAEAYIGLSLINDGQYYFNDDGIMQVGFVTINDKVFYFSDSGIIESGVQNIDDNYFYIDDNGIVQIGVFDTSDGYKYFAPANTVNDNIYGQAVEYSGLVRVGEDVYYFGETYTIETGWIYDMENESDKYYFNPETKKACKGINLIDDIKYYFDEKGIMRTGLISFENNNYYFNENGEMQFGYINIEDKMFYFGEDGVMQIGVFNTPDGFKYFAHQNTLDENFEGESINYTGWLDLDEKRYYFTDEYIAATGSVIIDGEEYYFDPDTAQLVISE
* marks the source's active call; other numbers are inactive results; & = joins results of further samples. Only part of the results is shown; rates above refer to the full screens.

> COCC(=O)N1C[C@H](C)[C@H](OC)CN(C)C(=O)c2ccc(NC(=O)C3CCC3)cc2OC[C@@H]1C
  TcdB inh: 0.7
> C[C@@H]1CN([C@H](C)CO)C(=O)c2cc(NC(=O)Nc3ccc(C(F)(F)F)cc3)ccc2O[C@@H]1CN(C)Cc1ccc(Cl)c(Cl)c1
  TcdB inh: 2.1
> C[C@H]1CN([C@@H](C)CO)C(=O)c2cccc(NC(=O)C3CCCCC3)c2O[C@@H]1CN(C)C(=O)Nc1cccc2ccccc12
  TcdB inh: 0.1
> O=C(C[C@H]1C=C[C@H](NC(=O)Nc2cc(F)ccc2F)[C@@H](CO)O1)NCc1ccccn1
  TcdB inh: -0.1
> COc1ccc(NC(=O)Nc2ccc3c(c2)C(=O)N([C@@H](C)CO)C[C@@H](C)[C@H](CN(C)C(=O)Nc2ccc(C(F)(F)F)cc2)OCCCC[C@H](C)O3)cc1
  TcdB inh: 0.4
> C[C@H](CO)N1C[C@H](C)[C@@H](CN(C)C(=O)Nc2ccccc2)OCc2ccccc2-c2ccccc2C1=O
  TcdB inh: 0.0
> COc1ccc(C(=O)Nc2ccc3c(c2)OC[C@@H](C)N(C(C)=O)C[C@@H](C)[C@@H](OC)CN(C)C3=O)cc1
  TcdB inh: 1.1
> CCCNC(=O)N1C[C@@H](O)COC[C@@H]2O[C@@H](CC(=O)NCc3ccc(Cl)c(Cl)c3)CC[C@H]21
  TcdB inh: -0.5
> CNC[C@@H]1OCCCC[C@@H](C)Oc2ccc(NC(=O)CCC(F)(F)F)cc2C(=O)N([C@H](C)CO)C[C@@H]1C
  TcdB inh: -0.9
> CS(=O)(=O)N1[C@H](C#N)[C@H](c2ccccc2-c2ccc(F)cc2)[C@H]1CO
  TcdB inh: -1.3
> O=C(C[C@@H]1CC[C@H](NS(=O)(=O)c2ccc(F)cc2)[C@H](CO)O1)NC1CCC1
  TcdB inh: 0.8
> COc1ccc(-c2ccc([C@@H]3[C@@H](C#N)N(C(=O)C4CCCC4)[C@H]3CO)cc2)cc1
  TcdB inh: 0.0
> C[C@H](O)C#Cc1ccc2c(c1)O[C@@H](CN(C)C(=O)Nc1ccccc1)[C@@H](C)CN([C@@H](C)CO)S2(=O)=O
  TcdB inh: 0.4
> C[C@@H]1CN([C@@H](C)CO)C(=O)Cc2cc(NC(=O)Nc3ccc(F)cc3)ccc2O[C@@H]1CN(C)C(=O)Nc1ccc2c(c1)OCO2
  TcdB inh: -0.3
> O=C(C[C@@H]1CC[C@H]2[C@@H](COC[C@@H](O)CN2C(=O)c2cccnc2)O1)NCc1ccc(Cl)cc1
  TcdB inh: 0.1

> C[C@@H]1CCCCO[C@H](CN(C)S(=O)(=O)c2ccccc2)[C@@H](C)CN([C@@H](C)CO)C(=O)c2cc(NS(=O)(=O)c3ccccc3)ccc2O1
  TcdB inh: 1.0
> O=C(C[C@@H]1CC[C@@H]2[C@H](COC[C@H](O)CN2Cc2cccc(-c3ccncc3)c2)O1)N1CCN(c2ccccc2)CC1
  TcdB inh: 0.2
> CCCCNC(=O)C(COCc1ccccc1)OC(=O)c1ccccc1 (stereo unspecified)
  TcdB inh: -8.2
> CCC(=O)Nc1ccc2c(c1)OC[C@@H](C)N(Cc1cncnc1)C[C@@H](C)[C@@H](OC)CN(C)C2=O
  TcdB inh: 1.4
> CO[C@@H]1CN(C)C(=O)c2cc(NC(C)=O)ccc2OC[C@@H](C)NC[C@@H]1C
  TcdB inh: -1.4
> CO[C@@H]1CN(C)C(=O)c2ccc(NC(=O)C3CCCC3)cc2OC[C@@H](C)N(Cc2nccs2)C[C@H]1C
  TcdB inh: -1.6
> CN(C[C@H]1N[C@@H](CO)[C@@H]1c1ccc(C2=CCCC2)cc1)C(=O)c1ccc(F)cc1
  TcdB inh: -4.6
> O=C(c1ccc(F)cc1)N1CC(=O)N2[C@H](CO)[C@H](c3ccc(-c4ccccc4F)cc3)[C@H]2C1
  TcdB inh: 0.6
> C[C@@H]1CCCCO[C@H](CN(C)S(=O)(=O)c2cn(C)cn2)[C@@H](C)CN([C@H](C)CO)C(=O)c2cc(NS(=O)(=O)c3ccc(F)cc3)ccc2O1
  TcdB inh: 1.0
> CN(C)C(=O)c1ccc(-c2ccc([C@H]3[C@H](C#N)N(C(=O)C4CCC4)[C@H]3CO)cc2)cc1
  TcdB inh: 1.2
> CO[C@@H]1CN(C)C(=O)c2cc(NS(C)(=O)=O)ccc2OC[C@@H](C)NC[C@@H]1C
  TcdB inh: -2.0
> CCNC(=O)C[C@H]1CC[C@H]2[C@@H](COC[C@@H](O)CN2C(=O)c2cccnc2)O1
  TcdB inh: -0.6
> CC(C)NC(=O)NCC[C@H]1CC[C@@H](NC(=O)CCN2CCCCC2)[C@@H](CO)O1
  TcdB inh: 0.3
> CO[C@H]1CC[C@H]2CCOc3c(C#N)cccc3C(=O)N(C)C[C@H](c3ccccc3)CC(=O)N(C)C[C@H]1O2
  TcdB inh: -4.6
> C[C@H](CO)N1C[C@H](C)[C@H](CN(C)Cc2ccc(C(F)(F)F)cc2)Oc2c(NS(C)(=O)=O)cccc2C1=O
  TcdB inh: 0.9

> O=C(CN1CCOCC1)N[C@@H]1CC[C@H](CCn2cc(C3CCCCC3)nn2)O[C@@H]1CO
  TcdB inh: -0.6
> CC(=O)N(C)C[C@@H]1Oc2cc(C#Cc3ccccn3)ccc2S(=O)(=O)N([C@H](C)CO)C[C@@H]1C
  TcdB inh: 0.7
> C[C@@H]1CN([C@@H](C)CO)C(=O)c2cc(NS(=O)(=O)c3cn(C)cn3)ccc2O[C@@H](C)CCCCO[C@H]1CN(C)C(=O)Nc1ccc(F)cc1
  TcdB inh: 0.4
> O=C(C[C@@H]1CC[C@H]2[C@@H](COC[C@@H](O)CN2S(=O)(=O)c2cccc(F)c2)O1)Nc1ccc(-c2ccccc2)cc1
  TcdB inh: 0.0
> O=C([C@@H]1[C@@H](CO)[C@@H]2Cn3c(ccc(C4=CCCCC4)c3=O)[C@H]1N2Cc1nccs1)N1CCOCC1
  TcdB inh: -0.1
> CO[C@H]1CN(C)C(=O)c2ccc(NC(C)=O)cc2OC[C@H](C)N(C(=O)c2ccccn2)C[C@@H]1C
  TcdB inh: -1.3
> C[C@H](CO)N1C[C@H](C)[C@@H](CN(C)Cc2ccc(C(F)(F)F)cc2)Oc2ccc(NC(=O)Nc3ccc(C(F)(F)F)cc3)cc2CC1=O
  TcdB inh: -10.2
> COc1ccc(S(=O)(=O)Nc2ccc3c(c2)C(=O)N([C@@H](C)CO)C[C@@H](C)[C@@H](CN(C)S(=O)(=O)c2cn(C)cn2)OCCCC[C@@H](C)O3)cc1
  TcdB inh: 0.2
> Cc1ccc(S(=O)(=O)N(C)C[C@H]2Oc3c(cccc3N(C)C)C(=O)N([C@@H](C)CO)C[C@H]2C)cc1
  TcdB inh: -2.8
> COc1ccc(NC(=O)Nc2ccc3c(c2)C(=O)N([C@@H](C)CO)C[C@@H](C)[C@H](CN(C)C(=O)Cc2ccccc2)OCCCC[C@@H](C)O3)cc1
  TcdB inh: 0.2
> CN1CCN(C(=O)C[C@@H]2CC[C@@H]3[C@H](COC[C@@H](O)CN3Cc3ccc4c(c3)OCO4)O2)CC1
  TcdB inh: -2.5
> CC(=O)N1CC[C@@H]2[C@@H](CO)Nc3ccc(-c4ccccc4)cc3[C@@H]21
  TcdB inh: 10.9*
> CCC(=O)N(CC)C[C@@H]1[C@@H](c2ccccc2)[C@H](CO)N1C(=O)C1CCC1
  TcdB inh: -0.8
> O=C(Cc1ccccn1)N1CC2(C1)[C@@H](c1ccccc1)[C@@H](CO)N2Cc1ccccn1
  TcdB inh: 0.0
> CO[C@H]1CN(C)C(=O)c2cc(NC(C)=O)ccc2OC[C@H](C)N(CC2CC2)C[C@@H]1C
  TcdB inh: -1.8

> C[C@@H]1CN([C@@H](C)CO)C(=O)c2cc(NC(=O)c3ccncc3)ccc2O[C@@H](C)CCCCO[C@H]1CN(C)S(=O)(=O)c1ccc(F)cc1
  TcdB inh: 2.8
> CC(C)CC#Cc1ccc2c(c1)O[C@H](CN(C)Cc1ccc3c(c1)OCO3)[C@H](C)CN([C@H](C)CO)S2(=O)=O
  TcdB inh: -0.3
> CO[C@@H]1CN(C)C(=O)c2ccc(NC(=O)NC(C)C)cc2OC[C@H](C)N(C)C[C@H]1C
  TcdB inh: 1.0
> C/C=C/c1ccc([C@H]2[C@@H](CO)N(c3nc(C)c(C)s3)[C@@H]2CNCC(C)C)cc1
  TcdB inh: 0.5
> O=S(=O)(c1cccc(F)c1)N1[C@@H]2CNC[C@H]1C2c1ccc(/C=C/c2ccccc2)cc1 (stereo partly specified)
  TcdB inh: 1.0&0.9
> COc1cccc(-c2ccc([C@@H]3[C@@H](CO)N4CCCCN(CC5CC5)C[C@H]34)cc2)c1
  TcdB inh: 0.4
> C[C@@H]1CN([C@H](C)CO)C(=O)Cc2cc(NC(=O)Cc3cn(C)c4ccccc34)ccc2O[C@@H]1CN(C)C(=O)Nc1cccc2ccccc12
  TcdB inh: -0.9
> C[C@@H]1CN([C@@H](C)CO)C(=O)Cc2cc(NC(=O)Nc3ccc(C(F)(F)F)cc3)ccc2O[C@H]1CN(C)C(=O)NC1CCCCC1
  TcdB inh: -0.1
> C[C@H]1CN([C@@H](C)CO)C(=O)c2cc(NS(=O)(=O)c3ccccc3)ccc2O[C@@H]1CN(C)Cc1ccc(C(F)(F)F)cc1
  TcdB inh: 0.8
> C[C@H](CO)N1C[C@H](C)[C@@H](CN(C)Cc2ccc(Cl)c(Cl)c2)Oc2ccc(NC(=O)NC3CCCCC3)cc2C1=O
  TcdB inh: -0.1
> CNC[C@H]1Oc2ncc(C#CC3CCCC3)cc2C(=O)N([C@H](C)CO)C[C@H]1C
  TcdB inh: -2.7
> CC(C)NC(=O)N1[C@@H]2Cn3c(ccc(-c4cccc(C(=O)N(C)C)c4)c3=O)[C@H]1[C@@H](C(=O)O)[C@@H]2CO
  TcdB inh: -0.1
> Cc1noc(C)c1NC(=O)Nc1ccc2c(c1)C(=O)N([C@@H](C)CO)C[C@@H](C)[C@@H](CN(C)C)OCCCC[C@H](C)O2
  TcdB inh: -1.3
> CCC(=O)N1[C@H](CO)[C@H](c2ccccc2)[C@H]1CN(C)C(=O)c1ccccc1F
  TcdB inh: -0.4
> C[C@H](CO)N1C[C@H](C)[C@H](CN(C)C(=O)Cc2ccncc2)Oc2ncc(C3=CCCCC3)cc2C1=O
  TcdB inh: -0.4

> CC(C)NC(=O)Nc1ccc2c(c1)C(=O)N([C@@H](C)CO)C[C@@H](C)[C@H](CN(C)Cc1ccc(Cl)c(Cl)c1)OCCCC[C@@H](C)O2
  TcdB inh: 0.7
> CC(C)NC(=O)N1[C@H](CO)[C@@H](c2ccc(C#CC3CCCC3)cc2)[C@@H]1C#N
  TcdB inh: -2.3
> O=C(C[C@@H]1CC[C@H](NC(=O)c2ccncc2)[C@H](CO)O1)Nc1ccccc1
  TcdB inh: 0.1
> C[C@H](O)C#Cc1cnc2c(c1)C(=O)N([C@@H](C)CO)C[C@@H](C)[C@H](CN(C)Cc1ccccn1)O2
  TcdB inh: -0.2
> C/C=C/c1ccc2c(c1)O[C@H](CN(C)Cc1ccccc1F)[C@H](C)CN([C@@H](C)CO)S2(=O)=O
  TcdB inh: 1.0
> C[C@H]1CN([C@@H](C)CO)S(=O)(=O)c2ccc(C#CC3CC3)cc2O[C@@H]1CN(C)C(=O)Cc1ccncc1
  TcdB inh: 0.1
> Cc1ccc(S(=O)(=O)Nc2ccc3c(c2)CC(=O)N([C@@H](C)CO)C[C@H](C)[C@H](CN(C)CC2CCCCC2)O3)cc1
  TcdB inh: 1.5
> Cc1noc(C)c1S(=O)(=O)Nc1ccc2c(c1)C(=O)N([C@@H](C)CO)C[C@H](C)[C@H](CN(C)C(=O)c1ccncc1)OCCCC[C@@H](C)O2
  TcdB inh: 0.1
> COc1ccc(S(=O)(=O)N(C)C[C@H]2Oc3c(NC(=O)c4cc(C)nn4C)cccc3C(=O)N([C@@H](C)CO)C[C@H]2C)cc1
  TcdB inh: -0.6
> COc1ccc(C#Cc2ccc3c(c2)[C@]2(C(=O)N3)[C@H](c3ccc(O)cc3)N3[C@H](c4ccccc4)[C@H](c4ccccc4)OC(=O)[C@H]3[C@@H]2C(=O)N2CCc3cc(OC)c(OC)cc3C2)cc1
  TcdB inh: -0.1
> CCCNC(=O)N(C)C[C@H]1Oc2ncc(C#CCC(C)C)cc2C(=O)N([C@H](C)CO)C[C@@H]1C
  TcdB inh: -0.9
> C[C@@H]1CCCCO[C@@H](CN(C)S(=O)(=O)c2ccc(Cl)cc2)[C@@H](C)CN([C@H](C)CO)C(=O)c2cc(NC(=O)CCCCCC(=O)Nc3ccccc3N)ccc2O1
  TcdB inh: -0.1
> Cn1cnc(S(=O)(=O)N2CCCCN3[C@H](CO)[C@H](c4ccc(C#CC5CCCC5)cc4)[C@H]3C2)c1
  TcdB inh: -4.1
> C[C@H]1CN([C@@H](C)CO)S(=O)(=O)c2ccc(C#CC3CC3)cc2O[C@H]1CN(C)Cc1ccc(F)cc1
  TcdB inh: -0.5
> Cc1noc(C)c1NC(=O)Nc1cccc2c1O[C@@H](CN(C)C(=O)Nc1cccc3ccccc13)[C@@H](C)CN([C@H](C)CO)C2=O
  TcdB inh: -0.9

> N#C[C@H]1[C@H](c2ccc(C#CC3CCCC3)cc2)[C@@H](CO)N1C(=O)Nc1ccc(F)cc1
  TcdB inh: 0.2
> C[C@@H]1CN([C@H](C)CO)C(=O)c2cc(NS(=O)(=O)c3ccc(Cl)cc3)ccc2O[C@@H](C)CCCCO[C@H]1CN(C)S(=O)(=O)c1cccs1
  TcdB inh: -1.4
> CO[C@H]1CN(C)C(=O)c2cc(NC(=O)c3nc4ccccc4s3)ccc2OC[C@@H](C)N(Cc2cccnc2)C[C@H]1C
  TcdB inh: 1.6
> CCCC#Cc1ccc([C@H]2[C@@H](CO)N3CCCCN(Cc4ccncc4)C[C@H]23)cc1
  TcdB inh: 0.4

Part of the list above, bar-delimited.
canonical_smiles | TcdB inh
N#C[C@H]1[C@H](c2ccc(C#CC3CCCC3)cc2)[C@@H](CO)N1C(=O)Nc1ccc(F)cc1 | 0.2
C[C@@H]1CN([C@H](C)CO)C(=O)c2cc(NS(=O)(=O)c3ccc(Cl)cc3)ccc2O[C@@H](C)CCCCO[C@H]1CN(C)S(=O)(=O)c1cccs1 | -1.4
CCCC#Cc1ccc([C@H]2[C@@H](CO)N3CCCCN(Cc4ccncc4)C[C@H]23)cc1 | 0.4
CO[C@H]1CN(C)C(=O)c2cc(NC(=O)c3nc4ccccc4s3)ccc2OC[C@@H](C)N(Cc2cccnc2)C[C@H]1C | 1.6

Screens deposited in PubChem BioAssay by Broad Institute.
